Yeast eIF2B: GCN4-lacZ reporter reduction in eIF2B-epsilon mutant yeast, primary screen, S. cerevisiae, eIF2B-epsilon R284H, Beta-Glo luminescence; inhibition, % at 25 µM (by protocol); hit rate 0.91% among 27,000;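 active means mutant luminescence inhibited past about 50% while wild type luminescence and mutant growth stay under set limits, limit read from the data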; further: some compounds called inactive have numbers as strong as hits
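Material: yeast eIF2B-epsilon R284H mutant carrying GCN4–beta-galactosidase fusion. Medium: YPD yeast growth medium. Incubation: 16 h growth with compound at 30 °C, 90 min Beta-Glo step. Signal: Beta-Glo luminescence plus absorbance at 595 nm. Evaluation: % inhibition of reporter signal and growth versus controls. Doses: 25 µM single dose.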
Yeast tox: yeast growth toxicity, wild-type and mutant, primary screen, cytotoxicity control for eIF2B function restoration project, wild-type and eIF2Bepsilon R284H mutant, A595; AID 685, 2007; S. cerevisiae wild-type growth, A595 turbidity, 16 h; hit rate 0.3% among 30,000; growth inhibition, % at 25 µM (by protocol);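 active means mutant and wild-type yeast strains alike exhibit over 30% growth inhibition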;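 further: 0% = untreated cell controls and 100% = YPD media blanks without cells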
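System: S. cerevisiae wild-type or eIF2Bepsilon-R284H mutant strain; times: 16 h growth with compound, 30 °C; signal: absorbance at 595 nm (turbidity); measure: growth inhibition (%) versus cell controls and blanks; compound: 25 µM single dose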
Yeast tox inhibition %: also measured in Yeast tox; calls as there; growth inhibition, %; S. cerevisiae eIF2Bepsilon-R284H mutant growth, A595 turbidity, 16 h;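 each compound tested once at 25 µM; 0% equals untreated cells and 100% equals cell-free medium blanks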
Yeast eIF2B mutant toxicity: recorded beside Yeast eIF2B, whose call it bears; growth inhibition, %; measured here: mutant yeast growth, toxicity;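 each compound tested once at 25 µM; zero equals untreated control growth and 100 equals blank medium absorbance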
* hit, by the source's call; / = no result given. Some of the compounds tested (hit frequency here may not be typical).

Preview (5 entries):
SMILES | Yeast eIF2B | Yeast tox | Yeast tox inhibition % | Yeast eIF2B mutant toxicity
COC(=O)c1ccc(C(=O)OC)c(NS(C)(=O)=O)c1 | -11 | 36 | -11 | -11
Cc1ccccc1NS(=O)(=O)c1ccc(C2CNC(=O)C2)cc1 (stereo not drawn) | -38 | / | / | /
COc1ccc(C)cc1S(=O)(=O)Nc1cccnc1 | -12 | 19 | 12 | 12
CCCN(C(=O)c1ccco1)c1nnc(-c2ccncc2)s1 | 23 | 8 | 10 | 10
COc1cccc(C(C(=O)NC(C)(C)C)N(C(=O)CCC(=O)Nc2cc(C)on2)C2CC2)c1OC (stereo not drawn) | 16 | 15 | 9 | 9

The listing, from the start:
SMILES | Yeast eIF2B | Yeast tox | Yeast tox inhibition % | Yeast eIF2B mutant toxicity
COC(=O)c1ccc(C(=O)OC)c(NS(C)(=O)=O)c1 | -11 | 36 | -11 | -11
Cc1ccccc1NS(=O)(=O)c1ccc(C2CNC(=O)C2)cc1 (stereo not drawn) | -38 | / | / | /
COc1ccc(C)cc1S(=O)(=O)Nc1cccnc1 | -12 | 19 | 12 | 12
CCCN(C(=O)c1ccco1)c1nnc(-c2ccncc2)s1 | 23 | 8 | 10 | 10
COc1cccc(C(C(=O)NC(C)(C)C)N(C(=O)CCC(=O)Nc2cc(C)on2)C2CC2)c1OC (stereo not drawn) | 16 | 15 | 9 | 9
CCOC(=O)CSc1nnc(Cc2ccc(OC)cc2)n1-c1ccccc1 | -20 | 5 | 0 | /
COc1cccc(-c2nnc(SCC(=O)OC(C)C)n2N)c1 | -5 | 4 | -4 | -4
CCOc1cc(-c2noc(CCC(=O)N3CCOCC3)n2)ccc1OC | / | -7 | 0 | /
CN(C)c1ccc(C(=S)N2CCOCC2)cc1 | 20 | 7 | -9 | -9
Cc1cc(C)n2nc(SCn3nnc4ccccc4c3=O)nc2n1 | 15 | -5 | 0 | /
COC(=O)c1sc(NC(=O)COc2ccc(C)cc2)nc1C | / | 10 | 18 | /
Cc1nc(NC(=O)COC(=O)CCS(=O)(=O)c2ccccc2Cl)c(Cl)cc1Cl | 22 | 24 | -19 | -19
CCOC(=O)C1CCN(C(=O)c2ccccc2Oc2ccccc2)CC1 | 15 | 2 | -23 | -23
COc1cc(OC)c(S(=O)(=O)N2CCCCC2)cc1S(=O)(=O)N1CCCCC1 | -18 | -11 | 19 | 19
CCn1c(Cc2c(C)[nH]c3ccccc23)nnc1SCC(=O)NCc1ccco1 | / | 0 | 6 | /
CCOC(=O)CSc1nc(C)cc(C)n1 | 16 | 5 | 7 | 7
Cc1cccc(N=C2N=C(N)c3ccccc32)c1 | 33 | 10 | -7 | -7
CCOc1cc(C(=O)N2CCN=C2SC)cc(OCC)c1OCC | 3 | -1 | 8 | 8
Cc1ccc(S(=O)(=O)N2CCC(C(=O)NCCCN3CCCCCC3)CC2)cc1 | -9 | -7 | 12 | 12
CCOc1ccccc1NC(=O)N1CCCC(c2nc3c(nnn3Cc3ccc(C)cc3)c(=O)[nH]2)C1 (stereo not drawn) | 11 | 8 | -21 | -21
CCOC(=O)c1c(NC(=O)c2ccco2)sc2c1CCCCC2 | 19 | 10 | 3 | 3
Cc1cc(C)c2c(CC(=O)Nc3ccc(Cl)cn3)coc2c1 | 33 | -17 | -10 | -10
COC(=O)COc1cc(C)cc2oc(=O)c(CC(=O)OC)c(C)c12 | 28 | -6 | -20 | -20
CC(C)(C)n1nnnc1C(c1ccc(F)cc1)N1CCN(Cc2ccc3c(c2)OCO3)CC1 (stereo not drawn) | 11 | 15 | -18 | -18
CCn1cc(C(=O)Nc2nnc(C)s2)c(=O)c2cc(F)c(N3CCN(C(=O)c4ccco4)CC3)cc21 | -16 | -38 | -42 | -42
COc1ccc(CNCCSc2nnnn2C)cc1OC | / | 19 | 14 | /
CC(=O)c1cccc(NC(=O)Nc2cccnc2)c1 | -15 | 2 | -7 | -7
Cc1ccc(OCc2nnc(NC(=O)c3ccco3)s2)cc1 | 13 | -3 | 11 | 11
COc1ccc2c(c1)C(=O)c1ccccc1CO2 | -5 | 10 | -3 | -3
CCC(=O)N1CCN(c2nc(C)nc3sc(C)c(C)c23)CC1 | -11 | -1 | -33 | -33
O=C(NCc1ccco1)c1noc2c1CCCC2 | -8 | 14 | 0 | /
COc1ccc(-c2nc(C#N)c(N3CCC(C(N)=O)CC3)o2)cc1OC | -28 | 10 | -5 | -5
Cc1cc(=O)oc2cc(OCC(=O)NCCCN3CCOCC3)ccc12 | -16 | 19 | 0 | /
Nc1c(NCCN2CCOCC2)c2ccccc2oc1=O | 19 | 13 | -10 | -10
Cc1ccccc1-n1c(=O)/c(=C\c2ccco2)s/c1=C(/C#N)C(=O)Nc1ccccc1 | 20 | 2 | -31 | -31
CC1CCCC(C)N1C(=O)C1CC(c2ccc(F)cc2)=NO1 (stereo not drawn) | 23 | 15 | -4 | -4
CCOC(=O)N1CCC2(CC1)C(C#N)=C(N)Oc1n[nH]c(C)c12 | / | 10 | 16 | /
N#Cc1nc(-c2ccco2)oc1N1CCN(C(c2ccccc2)c2ccccc2)CC1 | 20 | 15 | 15 | 15
Nc1cccc(C(=O)Nc2ccc3nc(-c4cccnc4)[nH]c3c2)c1 | 31 | -1 | -14 | -14
FC(F)(F)c1cccc(-c2nnc3ccc(C(F)(F)F)cn23)c1 | 20 | 24 | 16 | 16
CCNC(=O)OCC(CC)NC(=O)OCC(C)C (stereo not drawn) | 12 | 16 | 6 | 6
O=C(CCN1CCN(c2ccc(F)cc2)CC1)Nc1ccc(F)cc1 | 8 | 4 | 10 | 10
Cc1onc(-c2ccccc2)c1C(=O)NC(C)C1CCCO1 (stereo not drawn) | -2 | 10 | -4 | -4
C=CCN1C(=O)CN=C1Nc1cc(C)cc(C)c1 | 28 | 9 | 4 | 4
c1ccc(-c2nc3cc4ccccc4cc3[nH]2)nc1 | 24 | 1 | 41 | 41
CC(C)(C)c1[nH]nc2c1C(C1C=CCCC1)C(C#N)=C(N)O2 (stereo not drawn) | 14 | 6 | 16 | 16
COc1cc(/C=C/c2ccc3cccc(OC)c3n2)c(OC(C)=O)c([N+](=O)[O-])c1 | 16 | -19 | 9 | 9
O=C(Cc1ccccc1)NCc1ccc2c(c1)OCO2 | / | 2 | 15 | /
CCCN(/C=N/c1sc2c(c1C#N)CCCCC2)CCC | -20 | 0 | 5 | 5
COC(=O)C1=CN(CC2CCCO2)C=C(C(=O)OC)C1c1ccccc1C(F)(F)F (stereo not drawn) | 6 | -5 | 5 | 5
CN(Cc1ccccc1)c1ccc(S(=O)(=O)N2CCOCC2)cn1 | / | 11 | 15 | /
Cc1ccc2c3c(c(SCC(=O)Nc4nonc4C)nc2c1)CCCC3 | 24 | 1 | -31 | -31
COc1ccc(NS(=O)(=O)c2ccc(OCC(=O)N3CCCC3)cc2)cc1 | 26 | 11 | -18 | -18
CC(NC(=O)NCc1cccnc1)(C(F)(F)F)C(F)(F)F | 6 | 2 | 0 | /
CC(c1ccccc1F)n1cc(C(=O)NCCCn2ccnc2)nn1 (stereo not drawn) | 14 | 14 | -5 | -5
COC(=O)CSc1nnc(CNS(=O)(=O)c2ccc(Cl)cc2)n1C | / | -4 | 13 | /
CCOC(=O)c1c(NC(=O)CSc2nnnn2-c2ccc3c(c2)OCO3)sc(C)c1C | 21 | / | / | /
CCOCCCNC(=O)c1c[nH]c2ccc(S(=O)(=O)Nc3cccc(OC)c3)cc2c1=O | -51 | 1 | 4 | 4
CC(C)NC(=O)CSc1nnc(-c2ccco2)n1N | -19 | -14 | -5 | -5
Cc1cc2c(c(=O)n1Cc1ccccn1)C(c1ccc3c(c1)OCO3)C(C#N)=C(N)O2 (stereo not drawn) | -13 | 10 | -17 | -17

Further compounds follow:
SMILES | Yeast eIF2B | Yeast tox | Yeast tox inhibition % | Yeast eIF2B mutant toxicity
COc1cccc(C(=O)Nc2cccc(-c3nnc(-c4ccco4)o3)c2)c1 | 6 | 28 | 6 | 6
COc1cccc(-c2nnc(SCc3cccnc3)o2)c1 | 12 | 6 | -7 | -7
COc1cc(S(=O)(=O)n2ccc(C)n2)c(OC)cc1Cl | / | 17 | 18 | /
CCCc1nnc(N2C(=O)c3cccc4cccc(c34)C2=O)s1 | / | 28 | 8 | /
Cc1csc(SCC(=O)Nc2sc3c(c2C#N)CCC3)n1 | 12 | -1 | -5 | -5
O=C(CN1C(=O)c2ccccc2C1=O)N1CCN(C(=O)c2ccco2)CC1 | / | 11 | 25 | /
Cc1noc(C)c1CSc1nc2ccccc2n1CCc1ccccc1 | 10 | 17 | 4 | 4
CCC(C)NC(=O)Cn1c(=O)n(CCCC(=O)NCc2ccccc2Cl)c(=O)c2ccccc21 (stereo not drawn) | / | 1 | -3 | /
COC(=O)c1ccc(COc2cc(O)c3c(c2)OC(C)(C)CC3=O)cc1 | -13 | 9 | 25 | 25
Cc1cc(N2CCN(C/C=C/c3ccccc3)CC2)n2ncnc2n1 | 10 | 22 | -18 | -18
CC(C)(C)CC(=O)Nc1ccc(Nc2ccccc2)cc1 | 4 | 7 | 14 | 14
c1ccc(CN(Cc2ccco2)C(c2ccncc2)c2nnnn2C2CCCC2)cc1 (stereo not drawn) | 26 | 6 | -10 | -10
COC1(OC)N=C(NC(=O)Nc2ccccc2)C2(C#N)C(c3ccccc3)C12C#N (stereo not drawn) | -10 | 9 | 10 | 10
CCCOc1ccc(CNC(=S)N/N=C/c2ccc([N+](=O)[O-])cc2)cc1 | / | 13 | -8 | /
Clc1ccc2nc(CSc3nncn3-c3ccccc3)cn2c1 | -12 | 7 | -33 | -33
CCOCCCNC(=O)C1CCC(CNS(=O)(=O)c2ccc(F)cc2)CC1 (stereo not drawn) | 19 | 7 | 12 | 12
NC(=O)c1ncc(C(F)(F)F)cc1Oc1cccc(F)c1 | 21 | 20 | -3 | -3
CCS(=O)(=O)N1CCC(c2nc(-c3ccc(C)cc3)no2)CC1 | 24 | 6 | 9 | 9
Cc1cc(C(F)F)n2ncc(C(=O)NCCc3ccccc3Cl)c2n1 | 13 | -5 | 19 | 19
COC(=O)c1nnn(-c2nc(N3CCCCC3)nc(N3CCCCC3)n2)c1C | 23 | 16 | 8 | 8
COc1ccc(OC)c(NC(=O)C2C3CCC(O3)C2C(=O)O)c1 (stereo not drawn) | 2 | 19 | 11 | 11
COc1ccc(C)cc1NC(=O)C12CCC(C)(C(=O)O1)C2(C)C (stereo not drawn) | 13 | 14 | 19 | 19
COc1cccc(-c2csc(N3CCN(C(=O)Nc4ccc(F)cc4)CC3)n2)c1 | 6 | 4 | 12 | 12
CC(C)(C)NC(=O)C(c1ccc(F)cc1)N(Cc1ccco1)C(=O)Cn1nnc(-c2cccs2)n1 (stereo not drawn) | -21 | -9 | 5 | 5

A second format for two compounds above:
The line under a structure holds: Yeast eIF2B	Yeast tox	Yeast tox inhibition %	Yeast eIF2B mutant toxicity
Cc1cc(C(F)F)n2ncc(C(=O)NCCc3ccccc3Cl)c2n1
    13	-5	19	19
COC(=O)c1nnn(-c2nc(N3CCCCC3)nc(N3CCCCC3)n2)c1C
    23	16	8	8

(more compounds)
SMILES | Yeast eIF2B | Yeast tox | Yeast tox inhibition % | Yeast eIF2B mutant toxicity
CC(=O)c1ccc(NC(=O)N[C@@H](Cc2ccccc2)C(=O)O)cc1 | 5 | -4 | 10 | 10
COc1ccc(N2C(=O)CSC23CCC(C(C)(C)C)CC3)cc1 (stereo not drawn) | -4 | -7 | -5 | -5
COc1ccc(CN(C(=O)c2ccco2)c2ccccc2)cc1 | -11 | -1 | -10 | -10
CCCC(=O)Nc1ccc(N2CCN(C(=O)c3ccccc3C)CC2)cc1 | / | 5 | 0 | /
COc1ccc(NC(=S)NC(NC(=O)c2cccc(Cl)c2)C(Cl)(Cl)Cl)c([N+](=O)[O-])c1 (stereo not drawn) | 19 | / | / | /
CCOc1ccc2[nH]c(=O)c(CN(CCO)C(=O)CC)cc2c1 | 11 | -3 | 9 | 9
O=C(NCc1cccc(C(F)(F)F)c1)C1CCCN(c2ncccn2)C1 (stereo not drawn) | -19 | 11 | -15 | -15
COc1ccc(OCCCn2c(=O)oc3ccccc32)cc1 | 24 | 6 | -5 | -5
COc1ccc(-c2cc(O)cc(O)c2)cc1 | 11 | 5 | 12 | 12
